Assay outcomes: PubChem, Small Molecule Screening Facility, UW Madison
SSB-PriA inh – inhibitors of Klebsiella pneumoniae PriA binding to SSB C-terminal tail; AlphaScreen SSBct-PriA binding, biotinylated peptide; inhibition, % at 33 µM; hit rate 0.6% among 430,000; AID 1272365; in the data active = inhibition mostly above about 37%, no sharp cut-off; inactive = mostly below about 20%;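 note: plate controls were negative control peptide for no effect and reference peptide for full effect; strong numbers were not always called active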
* hit, by the source's call; & = joins results of further samples. These rows are one share of the data; the hit share may differ from the screen's.

SMILES	SSB-PriA inh
O=S(=O)(Nc1cnn([C@H]2CCOC2)c1)c1cccc(C(F)(F)F)c1	-11
CCOC(=O)N1CCc2c(sc(NC(=O)c3cccc(C)c3)c2C(N)=O)C1	10
C=CCn1c(SCC(=O)N2CCCC2)nc2scc(-c3ccc(C)o3)c2c1=O	-8
COc1coc(C(=O)N2CCN(c3cc(C)ccc3C)CC2)cc1=O	-9&-7
CCOc1cc(C(=O)NCC2CCCN(c3nccs3)C2)cc(OCC)c1OCC (configuration not stated)	4
Cn1c(-c2ccccn2)nn(CCNC(=O)c2cc(-c3cccs3)[nH]n2)c1=O	-7
COc1cccc(NC(=O)Cn2nc(Nc3ccc(C)cc3)c(S(=O)(=O)c3ccccc3)c2N)c1	28
O=C(CSc1nnc(-c2ccccn2)n1Cc1ccco1)Nc1cccc2ccccc12	48
CCOC(=O)C1=C(C)NC(=O)CC1c1cccc([N+](=O)[O-])c1 (configuration not stated)	8
COc1ccccc1Nc1nn2c(=O)c3ccc(C(=O)NCc4cccs4)cc3nc2s1	-21
CC(C)OCCCNC(=O)C1(c2ccc(F)cc2)CC1	-5
COc1ccccc1CNC(=O)Nc1c[nH]c2ccccc12	-6&5
Cc1ccc(C=NNC(=O)Cn2nnc3ccccc32)o1	-3
COc1ccc(C(C)=NNS(=O)(=O)c2ccccc2)cc1OC	1
Cc1cc(C(=O)NCCn2ccc(C(F)(F)F)n2)c(C)o1	2
O=C(NCC1CCN(c2cnccn2)CC1)C(=O)Nc1ccccc1Cl	-1
COc1ncccc1C(=O)NCCn1ncccc1=O	7
O=C(c1cccc2ccccc12)N1CCS[C@H](c2ccccc2Cl)CC1	14
CCOC(=O)C1CCN(C(=O)CC2CSc3nc(C(C)C)cc(=O)n32)CC1 (configuration not stated)	-5
NC(=S)NN=Cc1ccc(C(F)(F)F)cc1	-10
S=c1[nH]nc(-c2cc(-c3ccccc3)n[nH]2)n1N=Cc1ccc(Cl)c(Cl)c1	11
O=C(Cc1ccccc1)NCc1nnc(SCc2ccc(Br)cc2)n1-c1ccc(Br)cc1	-16&-14
CCOc1ncc(NC(=O)COc2cc(-n3cccn3)nc(C)n2)c(N(C)C)n1	0
N#Cc1ccccc1NC(=O)c1ccc(-n2ccnc2)nn1	0
CC(=O)c1cccc(NC(=O)C2CCN(c3cc(-n4cncn4)ncn3)CC2)c1	-4
Nc1nc2ccc(-c3nc4ccccc4[nH]3)cc2s1	-4
O=c1ccc(-c2ccccn2)n[nH]1	3
Cc1cc(C)cc(-c2nc(SCCN3CCCC3)c3c(=O)n(C)c(=O)n(C)c3n2)c1	-12
Cc1cc2nnc(SCC(=O)Nc3nsc(-c4ccccc4)n3)n2c2ccccc12	-6
O=C(NCc1ccccc1)N1CCN(c2ccc(-c3ccncc3)nn2)CC1	-3
Cn1nc2c(cc1=O)C[C@@H](C(=O)N1CCN(c3cccc(Cl)c3)CC1)CC2	-6
Cc1ccccc1Cn1cnc2c(cnn2CCNC(=O)c2ccc(Br)o2)c1=O	-14
O=S(=O)(ON=C1CCCc2ccccc21)c1ccccc1	3
Cc1cc(OC2CCN(C(=O)CCNS(=O)(=O)c3ccccc3F)CC2)cc(=O)o1	-13
COc1ccc2nc(-c3ccc(C)c(NS(=O)(=O)c4ccc5c(c4)CCCC5)c3)cn2n1	-15&7
CCOc1ccc(-c2cc3c(SCc4cccc(OC)c4)nccn3n2)cc1Cl	-2
NC(=O)c1ccccc1OCC#CCNC(=O)C1(c2ccc(Cl)cc2)CCCC1	-5
COc1cccc(C=Nn2c(C3CCCCC3)n[nH]c2=S)c1O	13
CS(=O)(=O)c1ccc(S(=O)CC(=O)Oc2ccc(Br)cc2)c([N+](=O)[O-])c1 (configuration not stated)	-1
CCc1cc(=O)n(CCNC(=O)c2cc(=O)[nH]c(=O)[nH]2)cn1	-12
O=C(NN=Cc1cn(-c2ccccc2)nc1-c1cccs1)c1ccc(Cl)cc1	8
CCOc1ccc(S(=O)(=O)N=C(N)c2ccccc2)cc1	-10
CCCCN1C(SCc2ccccc2Cl)=NS(=O)(=O)c2ccccc21	-24
O=C(c1cc(-c2ccc(F)cc2)n[nH]1)N1CCC(Oc2ncccc2Br)CC1	-6
COc1ccccc1CNS(=O)(=O)Cc1noc2ccccc12	3
Cc1nnc(C2CCN(Cc3ccc(Cl)cc3Cl)CC2)s1	-24
COc1ccc(C=NNS(=O)(=O)c2ccccc2)cc1OS(=O)(=O)c1ccc(C)cc1	-6
COc1ccc(NC(=O)CCc2csc(NC(=O)c3ccccc3)n2)cc1Cl	-9
CCOC(=O)c1cc2c(=O)n3ccccc3nc2n(C)c1=NC(=O)c1cc(Cl)ccc1[N+](=O)[O-]	-13
O=C(NCCn1cccc1)c1cccc(Oc2ccccn2)c1	7
Cc1cc(NC(=O)C2CCCN(S(=O)(=O)c3cccs3)C2)n(C(C)C)n1 (configuration not stated)	-8
CC(CC(=O)Nc1ccccc1Br)=NNC(=O)C(=O)N1CCCC1	-15
CCOC(=O)c1ccc(NC(=O)c2cn(C)nc2OC)cc1	-5&1
CC(=NNC1=NCCN1)c1ccccc1	8
CC(C)=NN=C1NC(=O)C(c2ccc(Cl)cc2)S1 (configuration not stated)	-12
COc1ccc(C=NNc2nncc3ccccc23)cc1	33

Additional entries
SMILES	SSB-PriA inh
COc1ccc(C(=O)N2CCN(CCn3nc(C)cc3C)CC2)cc1	-5
CCC(C(=O)NC(C)C(=O)Nc1nc2ccccc2[nH]1)c1ccccc1 (configuration not stated)	3
CC(=O)Nc1ccc(S(=O)(=O)Nc2ccc3c(c2)N(C(=O)C2CCCC2)CC3)c(C)c1	0
N#C/C(C(=O)N1CCCCC1)=C1/Nc2ccccc2S1	-4
Cc1ccc2c(Nc3ccc(OC(F)(F)F)cc3)c(C(=O)N3CCSCC3)cnc2n1	-14
COc1cc(OC)cc(C(=O)NCCc2ccc(N3CCCC3)cc2)c1	-2
O=S(=O)(c1ccc(-c2ccccc2)cc1)N1CCN(c2ccc3nncn3n2)CC1	10
COc1cccc(-c2cc(C(=O)N3CCN(CCn4ccnc4)CC3)[nH]n2)c1	-4
O=C(Nc1cccc(C(F)(F)F)c1)C(c1ccccc1)n1cccc1 (configuration not stated)	-7
Cc1ccc(/C=C/S(=O)(=O)NCC#CCN(C)C)cc1	3
NC(=O)c1ccccc1OCC#CCNC(=O)Cn1c(=O)oc2ccccc21	-2
O=C(Oc1ccc(N(C(=O)c2ccccc2)S(=O)(=O)c2cccs2)cc1)c1ccccc1	1
CCOC(=O)c1c(N=CC2C(=O)CCCC2=O)sc2c1CCCC2	-12
NC(=O)NN=Cc1ccccc1OCC(=O)NCc1ccccc1	1
Cn1cnc(S(=O)(=O)Nc2ccccc2Cc2nc(-c3ccco3)no2)c1	1
O=C(NN=Cc1ccc(Cl)c([N+](=O)[O-])c1)c1cc(-c2ccccc2)nc2ccccc12	1
Cc1ccccc1CCC(=O)N[C@H](c1cccnc1)C1CCOCC1	-11
COc1ccc(CCCC(=O)NN=Cc2cccs2)cc1	11
Cn1cccc(C(=O)NCC(C)(O)c2cc3ccccc3s2)c1=O (configuration not stated)	1
CNC(=O)c1c(NC(=O)C2COc3ccccc3O2)sc2c1CCC(C)C2 (configuration not stated)	1
O=C(CN1CC(c2nc(Cc3ccccc3)no2)C1)Nc1ccccc1C(F)(F)F	-8
CN(c1ccccc1)c1ccc(C=NNC(=O)CC#N)cc1	-26
Cc1ccc(C(=O)NCCc2nnc3ccc(N4CCCCCC4)nn23)cc1	-10
CCSc1ccccc1C(=O)Nc1cccc2c1C(=O)NC2=O	-6

Overlap with the part before: 2 compounds, then new ones.
SMILES	SSB-PriA inh
Cc1ccc(C(=O)NCCc2nnc3ccc(N4CCCCCC4)nn23)cc1	-10
CCSc1ccccc1C(=O)Nc1cccc2c1C(=O)NC2=O	-6
O=C(Nc1cccc([N+](=O)[O-])c1)C1CCN(c2ccc(-c3ccccc3)nn2)CC1	0
Cc1cc(C(=O)N2CCN(C)CC2)nn1CC(=O)NCCc1ccc(F)cc1	-11
COc1ccc(S(=O)(=O)C2CCN(C(=O)c3ccoc3)CC2)cc1	-11
Cn1cccc1C(CNC(=O)C(=O)Nc1ccc2c(c1)OCO2)N1CCc2ccccc2C1 (configuration not stated)	-19
Cc1sc(NC(=O)c2cccc(NS(=O)(=O)c3ccccc3)c2)c(C#N)c1C	2
O=C(c1ccsc1)N1Cc2cncnc2C1	12
Fc1ccccc1-c1ccc(SCc2nc(-c3cccc(Cl)c3)no2)nn1	-11
Cc1nc(NC2CCCCC2)c2c3c(sc2n1)C[C@@H](C)CC3	-5
Cc1ccc(C(=O)Nc2cccc3cnccc23)cc1S(=O)(=O)N1CCCC1	18
CCc1ccc2c(c1)C(C)(C)C1(/C=C/c3ccco3)NC(=O)CCN21 (configuration not stated)	50*
O=C(NCC1CCN(Cc2cccs2)CC1)c1c(F)cccc1Cl	-29
COc1ccc(C(=O)Nc2nc3c(s2)CCCC3C(=O)NCc2ccc(C)cc2)cc1 (configuration not stated)	0
O=C(Nc1c2c(nn1-c1ccc(F)cc1)CSC2)c1cc2ccccc2oc1=O	-7
O=C(c1snc2c(=O)n(Cc3ccccc3)c(=O)[nH]c12)N1CCc2ccccc2C1	-19
CCc1nnc(-c2cccc(OCc3cccnc3)c2)o1	-10
COc1ccccc1CC(N)=NOC(=O)c1cccc([N+](=O)[O-])c1	31
O=C(Cc1cc(=O)[nH]c(SCc2cccc(Cl)c2)n1)Nc1cccc(Cl)c1	-14
N#Cc1nccnc1OC1CCC(NC(=O)C2CC=CCC2)CC1 (configuration not stated)	-2
Clc1nnc(NN=Cc2ccccc2)c2ccccc12	10
CC(C)COc1ccc(S(=O)(=O)Nc2ccc3c(c2)CC(=O)N3)cc1	-18
CCCCn1c(NS(=O)(=O)c2ccc(Cl)cc2)c(S(=O)(=O)c2ccc(C)cc2)c2nc3ccccc3nc21	55
O=C(c1ccccc1Br)N1CCC(c2ccc3c(c2)OCO3)C1 (configuration not stated)	-2
OCc1cnc(SCc2ccc(Cl)c(Cl)c2)n1Cc1ccc2c(c1)OCO2	3
O=S(=O)(c1ccc2ccccc2c1)N1CCN(c2ccc(Nc3cccnc3)nn2)CC1	-18

Structural class, the entries above with an aryl methoxy group.
SMILES	SSB-PriA inh
COc1coc(C(=O)N2CCN(c3cc(C)ccc3C)CC2)cc1=O	-9&-7
COc1cccc(NC(=O)Cn2nc(Nc3ccc(C)cc3)c(S(=O)(=O)c3ccccc3)c2N)c1	28
COc1ccccc1Nc1nn2c(=O)c3ccc(C(=O)NCc4cccs4)cc3nc2s1	-21
COc1ccccc1CNC(=O)Nc1c[nH]c2ccccc12	-6&5
COc1ccc(C(C)=NNS(=O)(=O)c2ccccc2)cc1OC	1
COc1ncccc1C(=O)NCCn1ncccc1=O	7
COc1ccc2nc(-c3ccc(C)c(NS(=O)(=O)c4ccc5c(c4)CCCC5)c3)cn2n1	-15&7
CCOc1ccc(-c2cc3c(SCc4cccc(OC)c4)nccn3n2)cc1Cl	-2
COc1cccc(C=Nn2c(C3CCCCC3)n[nH]c2=S)c1O	13
COc1ccccc1CNS(=O)(=O)Cc1noc2ccccc12	3
COc1ccc(C=NNS(=O)(=O)c2ccccc2)cc1OS(=O)(=O)c1ccc(C)cc1	-6
COc1ccc(NC(=O)CCc2csc(NC(=O)c3ccccc3)n2)cc1Cl	-9
CCOC(=O)c1ccc(NC(=O)c2cn(C)nc2OC)cc1	-5&1
COc1ccc(C=NNc2nncc3ccccc23)cc1	33
COc1ccc(C(=O)N2CCN(CCn3nc(C)cc3C)CC2)cc1	-5
COc1cc(OC)cc(C(=O)NCCc2ccc(N3CCCC3)cc2)c1	-2
COc1cccc(-c2cc(C(=O)N3CCN(CCn4ccnc4)CC3)[nH]n2)c1	-4
COc1ccc(CCCC(=O)NN=Cc2cccs2)cc1	11
COc1ccc(S(=O)(=O)C2CCN(C(=O)c3ccoc3)CC2)cc1	-11
COc1ccc(C(=O)Nc2nc3c(s2)CCCC3C(=O)NCc2ccc(C)cc2)cc1 (configuration not stated)	0
COc1ccccc1CC(N)=NOC(=O)c1cccc([N+](=O)[O-])c1	31

Additional compounds
SMILES	SSB-PriA inh
O=C(c1ccc(Cl)cc1Cl)N1CCC(Oc2cnccn2)CC1	2
Cc1nnc(C2CCN(CC(=O)Nc3ccc(Br)cc3)CC2)s1	-12
O=C(NN=Cc1ccccc1)c1ccc(N2CCOCC2)c([N+](=O)[O-])c1	-4
O=C(NN=Cc1ccccc1Cl)c1n[nH]c2c1CCCC2	-8
